PME-1 primary: PME-1 (human) inhibition; recombinant PME-1, FP-Rh probe fluorescence polarization; 320,000 compounds, 0.53% hits; inhibition, % at 5.9 µM; Q9Y570;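 active = inhibition above the campaign mean of all compounds plus 3 SD, cut at about 26% in these data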;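 also: competitive labeling of PME-1 active site by serine hydrolase directed probe; 0% = PME-1 with DMSO and 100% = wells lacking PME-1 enzyme; inhibitors block probe labeling so polarization falls and inhibition rises; many of its hits are not listed in these tables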
VLA-4 inh: inhibition in a human VLA-4 binding assay. VLA-4 expressing cells, ligand binding flow cytometry. P13612. 330,000 compounds, 0.2% hits. inhibition, % (about 7 µM as worked out from the volumes in the protocol); in the data active = inhibition above about 50%
Efflux pump mplx: inhibitors of Candida antifungal efflux pumps expressed in yeast; S. cerevisiae Candida pump triplex, Nile Red efflux; inhibition, % at 10 µM; 330,000 compounds, 0.44% hits;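 active = plate passing quality check with inhibition over a set limit, or well fluorescence over plate mean plus 4 SD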;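 also: Nile Red retained in pooled yeast measured as flow cytometry median fluorescence; 0% = buffer negative control and 100% = Enniatin B positive control; higher means more Nile Red kept so more efflux inhibition; some compounds called inactive have numbers as strong as hits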
GRK2 aptamer HTS: inhibitors of human GRK2 displacing RNA aptamer; P25098; bead flow cytometry, FAM-aptamer displacement from GRK2; inhibition of aptamer binding, % at 10 µM; 330,000 compounds, 0.59% hits; AID 488847;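 active = inhibition of aptamer binding above 40%, roughly 3 SD of noise, on plates passing a quality check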;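 also: median bead fluorescence of bound FAM aptamer so fluorescent compounds give negative values; no value below 0 was filed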
MCL1 BIM primary: MCL1-BIM-BH3 interaction inhibition (human). 320,000 compounds, 0.68% hits. inhibition, % at 10.9 µM. GST-MCL1 / FITC-Bim-BH3 fluorescence polarization. Q07820;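 active = inhibition above the mean inhibition of all tested compounds plus 3 SD, set per campaign, cut at about 40% in these data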;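 also: 0% = DMSO wells and 100% = unlabeled Bim-BH3 peptide control; higher means more loss of mP so more displacement of Bim peptide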
MEX-5 binding: C. elegans MEX-5 TCR-2 RNA binding activity | MEX-5/FITC-TCR2 RNA binding, fluorescence polarization; stronger effect = lower value | AID 1832 | Q9XUB2 | 300,000 compounds, 0.38% hits | activity score (negative = inhibition of binding), % at 10 µM;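 active = inhibition past about -25% in most replicates, and total fluorescence under double the plate's negative control median, limit read from the data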;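 also: 0% = DMSO and -100% = 5 µM competing unlabeled TCR2 RNA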
Target sequence (Q9XUB2 whole entry, looked up): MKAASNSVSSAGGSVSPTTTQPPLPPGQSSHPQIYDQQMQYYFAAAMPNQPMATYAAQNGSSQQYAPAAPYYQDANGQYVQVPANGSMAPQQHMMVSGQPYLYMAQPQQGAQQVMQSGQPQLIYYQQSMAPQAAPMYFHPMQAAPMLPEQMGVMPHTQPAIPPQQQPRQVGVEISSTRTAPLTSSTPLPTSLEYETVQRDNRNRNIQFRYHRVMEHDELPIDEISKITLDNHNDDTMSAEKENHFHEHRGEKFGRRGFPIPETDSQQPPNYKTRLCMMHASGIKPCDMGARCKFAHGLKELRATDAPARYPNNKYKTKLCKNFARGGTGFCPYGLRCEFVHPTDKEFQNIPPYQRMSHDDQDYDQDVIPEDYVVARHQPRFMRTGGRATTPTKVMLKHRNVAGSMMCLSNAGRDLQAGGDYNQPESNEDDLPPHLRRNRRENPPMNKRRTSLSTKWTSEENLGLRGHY
BCLXL inh: Bcl-xL (human) inhibition; GST-Bcl-xL / FITC-Bim BH3 peptide fluorescence polarization; inhibition, % at 10.9 µM; 320,000 compounds, 0.7% hits;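 active = inhibition above the mean of all tested compounds plus 3 SD, cutoff set per campaign, cut at about 30% in these data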;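 also: 0% = DMSO wells and 100% = unlabeled Bim-BH3 peptide competitor; inhibitors lower millipolarization by displacing the labeled peptide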
Target sequence (Q07817 whole entry, looked up): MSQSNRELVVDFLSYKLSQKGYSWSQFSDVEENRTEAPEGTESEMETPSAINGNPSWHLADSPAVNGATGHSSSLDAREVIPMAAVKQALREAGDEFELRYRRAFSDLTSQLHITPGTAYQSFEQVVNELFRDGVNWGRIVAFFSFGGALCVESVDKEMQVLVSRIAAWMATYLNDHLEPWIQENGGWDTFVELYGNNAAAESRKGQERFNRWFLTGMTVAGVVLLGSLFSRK
GLD-1 TGE inh: GLD-1-TGE RNA interaction inhibition (C. elegans) | inhibition, % at 5.96 µM | purified GLD-1 + fluorescein TGE RNA, fluorescence polarization | 320,000 compounds, 0.44% hits | Q17339;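 active = percent inhibition above a per-plate cutoff, the plate mean of test compounds plus 3 SD, cut at about 30% in these data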;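 also: 0% = DMSO wells with GLD-1 and probe and 100% = wells lacking GLD-1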
Fam108B counter: Fam108B inhibition, counter-screen for RBBP9 inhibitors; inhibition, % at 9.51 µM; recombinant Fam108B, FP-Rh probe fluorescence polarization; 300,000 compounds, 0.33% hits; AID 1947;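 active = inhibition above the screen mean inhibition plus 3 SD, computed separately per campaign, cut at about 18% in these data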;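 also: inhibitors lower polarization as less probe binds the enzyme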
* marks the source's active call; other numbers are inactive results; x = no result given.

canonical_smiles	PME-1 primary	VLA-4 inh	Efflux pump mplx	GRK2 aptamer HTS	MCL1 BIM primary	MEX-5 binding	BCLXL inh	GLD-1 TGE inh	Fam108B counter
O=C(COC(=O)C1COc2ccccc2O1)Nc1ccccc1OC(F)F (stereo not drawn)	x	15	0.0	2	x	x	x	6	x
CCCCN(C(=O)C(C)Oc1ccc(Br)cc1)c1c(N)n(CC(C)C)c(=O)[nH]c1=O (stereo not drawn)	3	3	0.1	6	-17	x	-8	9	x
COC(=O)c1c(NC(=O)CCl)sc(C(=O)N2CCOCC2)c1C	-4	4	0.1	2	4	-2.6	7	9	-1
CC1(C)Cc2c(cnn2-c2ccc(F)cc2)C(NC(=O)CN2CCCC2=O)C1 (stereo not drawn)	0	22	0.0	5	-4	-0.5	0	2	-1
O=C(Nc1c(C(=O)N2CCN(c3ccccn3)CC2)oc2ccccc12)c1cccc([N+](=O)[O-])c1	0	-3	0.1	2	9	0.5	5	-1	0
O=C(O)CCSc1nc2ccccc2c(=O)[nH]1	-4	8	0.0	4	7	1.8	6	-2	2
O=C(c1ccc(=O)[nH]n1)N1CCN(S(=O)(=O)c2ccc3ccccc3c2)CC1	10	-5	-0.2	0	7	0.9	-2	-2	3
c1coc(-c2nc(-c3ccncc3)no2)c1	-1	-2	0.1	0	-1	-0.4	1	3	-2
Cc1cc(Cl)c(C)c(S(=O)(=O)N2CCN(CC(=O)N3CCOCC3)CC2)c1Cl	0	12	0.2	2	1	x	-2	1	x
O=C(Nc1ccccn1)C1CCCN(c2ncnc3c2nc2n3CCCCC2)C1 (stereo not drawn)	-5	-3	-0.1	0	-1	0.0	-4	4	-1
CCCCCCCCCSc1n[nH]c(N)n1	0	-2	0.2	0	-11	-3.2	-4	8	2
COc1ccccc1NC(=O)C1CCCN(c2nc(C)cc(C)n2)C1 (stereo not drawn)	-6	5	-0.1	2	-1	-0.7	1	8	1
CCOc1ccc(NC(=O)N2CCC(n3nnc4cc(C)ccc43)CC2)cc1	-4	-10	-0.1	0	8	-0.2	2	-8	-1
CCn1c(CNC(=O)C(C)(C)C)nc2ccccc21	-4	-9	-0.1	0	-8	-0.5	-1	1	-3
COc1cccc(NC(=O)CSc2nc3ccccc3nc2N2CCOCC2)c1	-8	-12	0.2	1	-7	-21	-2	0	5

Sorted by length of the SMILES (falling): eight of the compounds above.
canonical_smiles	PME-1 primary	VLA-4 inh	Efflux pump mplx	GRK2 aptamer HTS	MCL1 BIM primary	MEX-5 binding	BCLXL inh	GLD-1 TGE inh	Fam108B counter
Cc1cc(Cl)c(C)c(S(=O)(=O)N2CCN(CC(=O)N3CCOCC3)CC2)c1Cl	0	12	0.2	2	1	x	-2	1	x
CC1(C)Cc2c(cnn2-c2ccc(F)cc2)C(NC(=O)CN2CCCC2=O)C1 (stereo not drawn)	0	22	0.0	5	-4	-0.5	0	2	-1
O=C(Nc1ccccn1)C1CCCN(c2ncnc3c2nc2n3CCCCC2)C1 (stereo not drawn)	-5	-3	-0.1	0	-1	0.0	-4	4	-1
COc1cccc(NC(=O)CSc2nc3ccccc3nc2N2CCOCC2)c1	-8	-12	0.2	1	-7	-21	-2	0	5
COC(=O)c1c(NC(=O)CCl)sc(C(=O)N2CCOCC2)c1C	-4	4	0.1	2	4	-2.6	7	9	-1
COc1ccccc1NC(=O)C1CCCN(c2nc(C)cc(C)n2)C1 (stereo not drawn)	-6	5	-0.1	2	-1	-0.7	1	8	1
CCn1c(CNC(=O)C(C)(C)C)nc2ccccc21	-4	-9	-0.1	0	-8	-0.5	-1	1	-3
CCCCCCCCCSc1n[nH]c(N)n1	0	-2	0.2	0	-11	-3.2	-4	8	2

Going on with the list.
canonical_smiles	PME-1 primary	VLA-4 inh	Efflux pump mplx	GRK2 aptamer HTS	MCL1 BIM primary	MEX-5 binding	BCLXL inh	GLD-1 TGE inh	Fam108B counter
CC(C)(C)NC(=O)C1CC1(c1ccccc1)c1ccccc1 (stereo not drawn)	5	8	0.0	8	-1	-4.7	2	-1	6
CCOc1ccc(N2C(=O)/C(=C/c3ccco3)N(C)C2=S)cc1	-4	-5	-0.1	3	-3	2.4	2	1	-3
CCOc1ccc(C(=S)N2CCCC2)cc1OCC	0	0	0.0	2	18	-3.8	10	-1	2
COc1cc(/C=N/NC(=O)Cc2ccccc2)ccc1Oc1ccc([N+](=O)[O-])cc1[N+](=O)[O-]	6	0	-0.4	0	9	1.5	2	2	-10
CC(=O)c1c(C)[nH]c(C(=O)NNC(=O)c2ccc(Br)cc2)c1C	x	17	-0.2	0	x	x	x	2	x
COC(=O)[C@@H]1C[C@@]2(O)[C@@H](O)[C@@H](O)[C@@H](O)C[C@H]2N1CC(c1ccccc1)c1ccccc1	-8	24	0.0	2	4	1.6	5	0	-1
CCOc1ncccc1C(=O)Nc1ccc(C(=O)Nc2ccc(OC)cc2)cc1	1	10	0.2	2	8	x	5	4	x
N#Cc1ccccc1S(=O)(=O)Nc1ccc2c(c1)C(=O)OC2	9	-6	0.1	0	5	-0.8	0	5	3
COc1ccc(N2CCN(C(=O)Cn3nnc(-c4ccccc4N)n3)CC2)cc1	1	5	0.2	2	6	-0.1	5	-5	3
CCc1nnc(NS(=O)(=O)c2ccc(NC(=O)c3cccc(OC)c3)cc2)s1	4	8	0.1	8	2	1.6	7	2	5
O=C(NCCCN1CCC(Cc2ccccc2)CC1)c1ccc2nc(N3CCOCC3)sc2c1	-6	12	-0.2	0	2	x	0	3	2
COc1ccc(NC(C)=O)cc1NC(=O)CN1CCN(c2ccccn2)CC1	3	-3	0.0	0	5	-1.8	6	4	-5
COc1ccccc1OCc1ccc(C(=O)NCCN(C)C)o1	-7	9	0.0	0	3	3.2	0	0	2
O=c1c2c3n(c(=S)nc2[nH]n1-c1ccccc1)CCCCC3	-6	-10	0.0	2	4	2.2	8	1	-3
CN(C)C(=O)C(=O)c1cccn1-c1ccccc1C#N	-2	-2	-0.1	0	-2	0.8	3	-5	1

Next entries follow:
canonical_smiles	PME-1 primary	VLA-4 inh	Efflux pump mplx	GRK2 aptamer HTS	MCL1 BIM primary	MEX-5 binding	BCLXL inh	GLD-1 TGE inh	Fam108B counter
O=c1c2[nH]c3ccc(F)cc3c2ncn1CCC1=CCCCC1	0	1	0.2	0	4	0.3	7	1	0
CCOC(=O)CSc1nnc(CNC(=O)c2ccc(S(=O)(=O)N3CCCCC3)cc2)n1C	2	-5	0.6	2	-7	x	1	3	4
CCOC(=O)C1(Cc2ccc(OC)cc2)CCN(C(=O)C2CCCO2)CC1 (stereo not drawn)	-4	2	0.1	1	6	1.1	5	1	0
CC12CCC(C(=O)NCc3ccccn3)(OC1=O)C2(C)C (stereo not drawn)	-2	17	0.0	2	7	-0.5	4	1	-2
O=C(CCS(=O)(=O)Cc1ccccc1)N1CCN(Cc2ccccc2)CC1	-1	5	0.3	0	-15	-2.0	-7	1	-4
COc1ccc(CN/C=C2\CCCCC2=O)cc1	1	7	-0.1	0	1	-1.1	2	0	-1
CCCn1c(CCNC(=O)c2ccco2)nc2ccccc21	0	-14	0.0	1	8	0.8	6	5	3
O=C(CSc1nnc(-c2ccncc2)n1CC1CCCO1)Nc1ccccc1Cl (stereo not drawn)	0	9	0.5*	3	1	-2.2	6	1	2
CC1=C(C(=O)OCc2ccccc2)C(c2ccc(Cl)cc2)NC(=O)N1C (stereo not drawn)	6	-4	-0.1	0	7	3.4	-3	-10	7
CCCCN(CCCC)c1nc2ccccc2nc1NS(=O)(=O)c1ccc(NC(C)=O)cc1	-10	15	0.0	0	3	-2.5	1	5	4
CCSc1nnc(-c2cnn(-c3ccccc3)c2-n2cccc2)n1C	-1	0	-0.1	0	-6	0.1	3	2	3
CCOC(=O)N1C(=O)[C@](c2ccc(Cl)cc2)(C(C)C)N1C(=O)OCC	15	2	0.1	2	4	-3.4	2	-1	2
Cc1nccc(-c2cc(-c3ccc(Cl)cc3Cl)no2)n1	-9	0	0.0	0	3	-1.4	-2	-3	-5
CCn1c2c(c(=N)c3ccccc31)CCC2	2	4	-0.1	1	-2	0.6	-2	9	-2
Cn1c(=O)[nH]c(=O)c2c1ncn2CCN1CCOCC1	-5	34	0.0	0	2	0.5	-4	-6	2

(more compounds)
canonical_smiles	PME-1 primary	VLA-4 inh	Efflux pump mplx	GRK2 aptamer HTS	MCL1 BIM primary	MEX-5 binding	BCLXL inh	GLD-1 TGE inh	Fam108B counter
N#C/C(=C\N1CCOCC1)c1ccccc1	1	-3	0.0	9	-1	0.8	5	1	1
COc1cccc(Oc2nccc(N(C)C)c2C#N)c1	-1	-2	-0.1	0	4	-0.5	2	2	-4
CCCCC1=CC2=CC(=O)C(C)(OC(=O)CC)C(=O)C2=CN1Cc1ccc2c(c1)OCO2 (stereo not drawn)	-4	-56	-0.1	4	27	-7.1	28	22	-2
Cc1cc(C)c(NC(=O)CSc2ccc3nnc(CCNC(=O)c4ccccc4)n3n2)c(C)c1	2	20	0.1	2	-1	-1.8	1	7	1
COc1cccc(CNC(=O)C(Cc2ccccc2)n2cccc2)c1 (stereo not drawn)	-5	-35	-0.3	1	8	x	5	-6	-11
O=C(Nc1ccc(F)c(F)c1)C1CCN(S(=O)(=O)c2cccc3nonc23)CC1	-2	-7	0.3	0	5	0.4	2	-2	-1
Cn1c(=O)c2c(nc(N3CCOCC3)n2Cc2c(F)cccc2Cl)n(C)c1=O	-1	7	0.1	0	-3	-2.3	0	1	1
N/C(=N\OC(=O)C12CC3CC(CC(C3)C1)C2)c1ccncc1	-1	24	0.0	1	-4	-1.7	5	5	0
Nc1n[nH]c(-c2ccccc2[N+](=O)[O-])n1	-3	8	-0.1	0	1	-6.0	2	6	1
Cc1ccc2oc(-c3ccco3)nc2c1	-5	7	0.0	0	-1	-1.3	7	7	-2

High-throughput results as filed in PubChem.

Some of the compounds tested; count on the stated rates, not on these rows.
